SENP6 inh: blocks the human protease SENP6; inhibition, % at 10 µM; Recombinant SENP6 catalytic domain, aminoluciferin luminescence; Q9GZR1; 1.8% of 330,000 active;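 active = inhibition above about 50% at the single tested dose, limit read from the data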;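 note: plate controls were DMSO wells with enzyme for no effect and DMSO wells lacking enzyme for full effect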
ATG4B inh: ATG4B (human) cysteine protease inhibition | 0.51% of 340,000 active | ATG4B cleavage of LC3-PLA2, NBD-HPC fluorescence, 1 h | inhibition, % at 8.33 µM | AID 504462 | Q9Y4P1; in the data active = inhibition above about 40%
Target sequence (Q9Y4P1 whole entry, looked up): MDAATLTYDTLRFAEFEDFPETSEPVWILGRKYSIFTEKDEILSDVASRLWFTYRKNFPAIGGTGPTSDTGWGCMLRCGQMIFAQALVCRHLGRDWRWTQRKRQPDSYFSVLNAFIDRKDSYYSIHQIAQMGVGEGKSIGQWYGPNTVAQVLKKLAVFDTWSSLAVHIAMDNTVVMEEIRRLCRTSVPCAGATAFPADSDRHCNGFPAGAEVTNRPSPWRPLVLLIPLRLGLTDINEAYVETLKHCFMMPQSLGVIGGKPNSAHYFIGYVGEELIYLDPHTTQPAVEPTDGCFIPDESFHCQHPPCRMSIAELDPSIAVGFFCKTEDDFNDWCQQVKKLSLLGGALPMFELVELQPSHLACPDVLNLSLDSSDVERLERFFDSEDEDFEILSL
GRIN3A LBD mod: NR3A (human) ligand-binding domain modulation; NR3A LBD differential scanning fluorimetry, Tm shift; 0% = protein alone, 100% = glycine-bound protein; Tm shift relative to glycine control, % at 25 µM; 2.5% of 340,000 active;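 active = melting temperature shift of at least 10% of the positive control shift, at one fixed dose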
SENP8 inh: blocks human SENP8 cleavage of Nedd8 substrate; Q96LD8; recombinant SENP8, Nedd8 substrate fluorescence; inhibition, % at 20 µM; 0.64% of 360,000 active; in the data active = inhibition mostly above about 40%, no sharp cut-off; inactive = mostly below about 27%
Target sequence (Q96LD8 whole entry, looked up): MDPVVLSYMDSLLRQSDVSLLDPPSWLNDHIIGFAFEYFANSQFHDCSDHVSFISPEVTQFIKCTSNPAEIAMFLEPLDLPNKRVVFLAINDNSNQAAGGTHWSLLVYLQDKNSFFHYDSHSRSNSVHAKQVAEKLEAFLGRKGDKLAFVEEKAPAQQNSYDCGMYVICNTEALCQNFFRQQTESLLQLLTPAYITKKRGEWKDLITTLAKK
MPTP block: blocks calcium-induced mitochondrial swelling | isolated mouse mitochondria, Ca2+ swelling absorbance, 30 min | inhibition, % at 10 µM | 1.4% of 360,000 active | AID 602449;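 active = inhibition of 50% or more, scaled per plate between neutral and stimulator controls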;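 note: 0% = DMSO wells given calcium and 100% = 1 mM EGTA wells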
hIAP act: human IAP activation. activation factor at 10 µM. purified human IAP, CDP-Star luminescence, 30 min; active compounds read high; 1 = vehicle-only enzyme, 0 = enzyme-free background. 0.16% of 330,000 active;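 active = activation factor of the enzyme at least 2-fold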; note: the source names both 10 and 20 µM as test concentration; values of inactives mirror those of a sister screen read the other way
PfG6PD inh: PfG6PD (Plasmodium falciparum) enzyme inhibition. PfGluPho enzyme, NADPH resazurin-diaphorase fluorescence. inhibition, % at 20 µM. 0.78% of 350,000 active. AID 504690;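 active = inhibition reaching at least a set limit at 20 µM in the primary screen, cut at about 59% in these data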;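 note: 0% = DMSO wells with substrate and 100% = DMSO wells lacking glucose-6-phosphate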
SENP1 FRET inh: inhibitors of human SENP1 SUMO protease catalytic domain; recombinant SENP1 catalytic domain, CyPet-SUMO1-YPet FRET cleavage; inhibition, % at 10 µM; Q9P0U3; 0.21% of 360,000 active; AID 624204;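 active = inhibition at least 30% at 10 µM, raw YFP signal under a set limit, fluorescence ratio 0.5 to 1.5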;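 note: 0% = enzyme with DMSO and 100% = no enzyme wells; some results filed as inactive read as strong as hits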
Target sequence (Q9P0U3 419-644 limits assumed): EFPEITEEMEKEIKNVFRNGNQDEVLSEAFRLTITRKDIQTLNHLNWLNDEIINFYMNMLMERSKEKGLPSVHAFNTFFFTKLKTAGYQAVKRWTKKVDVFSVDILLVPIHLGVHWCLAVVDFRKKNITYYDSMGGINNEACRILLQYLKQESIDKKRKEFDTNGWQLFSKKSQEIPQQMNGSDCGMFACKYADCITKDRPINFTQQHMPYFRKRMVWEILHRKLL
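System: Recombinant human SENP1 catalytic domain, His6-tagged | Incubation: Enzyme reaction for 50 min at room temperature, dark | Medium: Tris pH 8 with BME, BSA, NP40 and catalase | Also added: 25 nM SUMO1 FRET substrate | Compound: 10 µM single point, 0.5% DMSO | Measured by: FRET fluorescence in CFP and YFP emission channels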
Starred values were filed as active, the others as inactive; / = no result given.

A first look:
SMILES,SENP6 inh,ATG4B inh,GRIN3A LBD mod,SENP8 inh,MPTP block,hIAP act,PfG6PD inh,SENP1 FRET inh
O=C(NNC(=S)Nc1ccc(F)cc1)[C@H]1C[C@@H]1c1ccccc1,-24,3,0,1,3.5,1.1,2,2
C=CCn1c(CSc2ccccc2[N+](=O)[O-])n[nH]c1=S,-10,13,/,-18,-0.4,0.84,44,3

Results, previewed entries included:
SMILES,SENP6 inh,ATG4B inh,GRIN3A LBD mod,SENP8 inh,MPTP block,hIAP act,PfG6PD inh,SENP1 FRET inh
O=C(NNC(=S)Nc1ccc(F)cc1)[C@H]1C[C@@H]1c1ccccc1,-24,3,0,1,3.5,1.1,2,2
C=CCn1c(CSc2ccccc2[N+](=O)[O-])n[nH]c1=S,-10,13,/,-18,-0.4,0.84,44,3
Cc1cc(C)n(C(=O)CNC(=O)c2ccccc2Br)n1,-24,-4,2,10,-1.0,1.1,11,0
O=C1C2C(c3ccccc3)CC=CC2[C@H](c2ccoc2)N1Cc1ccccc1 (some centres not stated),-6,4,-3,18,1.4,0.91,-24,-1
Nc1nc2n(n1)C(c1ccccc1)CC(c1ccc(F)cc1)N2 (configuration not stated),-5,-6,0,-21,-1.2,0.95,2,-2
COc1ccc(C)cc1S(=O)(=O)N(C)CC(=O)NC1CCCC1,0,-5,2,9,1.2,1.1,6,4
Cc1cc(C(=O)Nc2cc(Br)ccc2O)on1,7,4,0,15,1.3,0.99,8,1
O=c1c2c(nc3nc(Cc4ccccc4)[nH]n13)CCC2,-12,3,0,9,-0.4,0.66,-14,3
Brc1cccc(OCCCCN2CCCCC2)c1,-1,-13,-1,32,9.5,0.9,0,2
C=CS(=O)(=O)N(Cc1ccccc1Br)[C@H](CO)CC(C)C,/,-5,-7,10,-1.5,/,-4,-2
Cc1[nH]ncc1-c1nc2ccccc2[nH]1,-6,1,5,-94,-0.2,1,2,-106
O=C(NC(=S)Nc1ccc2[nH]ncc2c1)c1ccccc1,-31,-13,0,4,3.4,1.1,-1,-3
CCN1C(=C(C#N)C#N)C=Cc2cc(C)ccc21,-8,-5,1,26,-1.3,1.1,22,-64
O=C(Oc1ccc(N(Cc2cccs2)C2=NS(=O)(=O)c3ccccc32)cc1)c1ccco1,2,0,5,11,0.4,0.99,6,1
Cc1ccc(C)n1-c1cccc(S(=O)(=O)N2CCOCC2)c1,16,-10,-1,-13,-1.9,0.88,14,-3
Clc1ccc(Nc2nc(-c3ccncc3)cs2)cc1,5,-4,10*,-17,-1.8,1,7,-2
O=C(CONS(=O)(=O)c1ccc(Cl)cc1)NCCNc1ncc(C(F)(F)F)cc1Cl,-2,-14,-19,0,70*,1,-16,1
Cc1cc(-n2c(C)cc(C(=O)COc3ccc4ccc(=O)oc4c3)c2C)no1,-5,2,1,-260,0.2,0.72,89*,-32
Cc1c(C(=O)Nc2c(C)n(C)n(-c3ccccc3)c2=O)oc2ccccc12,-10,-15,1,24,-0.5,0.88,-2,2
Cc1ccccc1-n1c(-c2ccc3ccccc3n2)n[nH]c1=S,-14,-7,0,-74,2.2,1.1,69*,-1
CCOC(=O)C(CC)Sc1nc(N)c(NC(=O)c2ccc(OC)c(OC)c2)c(=O)[nH]1 (configuration not stated),0,-3,2,7,-3.7,0.92,8,1
O=C(Nc1nnc(S(=O)(=O)Nc2ccccc2)s1)c1ccccc1Cl,7,15,-6,-2,-0.8,1,-33,2
O=C(COC(=O)c1ccc2c(c1)OCO2)Nc1cccc(F)c1,-14,-42,0,2,-0.6,1.1,18,3
O=C(Nc1ncc2c(n1)-c1ccccc1CC2)c1cccs1,2,10,0,-22,-1.2,0.98,37,0
CC(=O)/C=C/c1ccccc1Oc1c(F)c(F)nc(F)c1F,-22,-3,-3,15,0.5,0.97,6,5
COc1cc(NC(=O)C2C3C=CC(C3)C2C(=O)O)ccc1NC(=O)c1ccccc1 (configuration not stated),-7,-5,4,0,-0.8,0.92,-2,2
Cc1nc(-c2cn[nH]c2-c2ccc(O)cc2O)cs1,5,7,-3,5,0.9,1,1,-1
CO/N=C\CC(=O)Nc1ccc(Oc2ccccc2)cc1,-20,5,-3,-10,-2.5,1,5,-4
COC(=O)N1CCN(c2ccc(C)cc2)C(C)C1 (configuration not stated),7,0,1,-5,-1.8,1.1,-15,1
CCOc1ccc(NS(=O)(=O)c2ccc(-c3ccc(=O)[nH]n3)o2)cc1,-10,-1,-1,7,0.1,1.2,-20,1
c1ccc2c(-c3cc(C4CCNCC4)[nH]n3)cccc2c1,-27,-14,-6,12,1.1,1.2,12,0
Cc1ccc(S(=O)(=O)CCC(=O)N(Cc2nnc(-c3ccc(Cl)cc3)o2)C2CC2)cc1,-7,-12,-1,-30,0.1,1.1,13,-8
O=C(CCCOc1ccccc1)Nc1nc2ccccc2[nH]1,0,-7,-2,-1,-1.5,1.4,-2,1
COc1ccc(C(=O)Nc2cccc(S(=O)(=O)N(C)C)c2)cc1S(=O)(=O)N1CCOCC1,-1,-4,0,6,0.1,0.99,-1,-1
O=C(NC1CCCCC1)C(c1cccnc1)N(C(=O)CCl)c1ccccc1Cl (configuration not stated),-7,4,-1,13,0.5,0.91,-16,2
CCOC(=O)c1[nH]c2ccc(OC)cc2c1N=CN(C)C,10,6,-1,-296,-1.1,1.1,16,-7
C=CCn1c(CSc2nc3ccccc3s2)nnc1SCC(=O)NCc1ccccc1,-19,2,-7,20,-0.9,0.91,-1,0
Cc1cccc2cc(CN(Cc3ccc(F)cc3)Cc3nnnn3C3CCCC3)c(=O)[nH]c12,6,-15,-1,-7,0.6,1.1,11,0
Cn1c(=O)c2c(nc(NCC(O)CO)n2CCc2ccccc2)n(C)c1=O (configuration not stated),-22,4,-2,9,-1.6,1.2,-3,2
COC(=O)c1ccccc1Sc1ncnc2onc(C)c12,3,-3,-2,12,0.1,1,24,3
CC(C)(C)NC(=O)NC(=O)COC(=O)CNC(=O)C1CCCCC1,6,-2,-1,3,-1.0,1.1,-2,4
COc1ccc(CNC(=O)Nc2cccc(C)c2)cc1,9,5,0,10,12,0.95,-7,2
C=CC[C@H](CC(=O)NCCO)C(=O)NC[C@@H](OC(=O)[C@@H](CC=C)Cc1ccc(F)cc1)c1ccccc1,-7,-16,-4,6,0.4,0.87,11,4
CCOC(=O)CSC1=C(C#N)C(c2ccccc2Cl)C(C(=O)OC)C(=O)N1 (configuration not stated),3,-1,-2,11,0.2,1.1,12,0
Cc1cc(C(=O)N2CCCC(N3CCN(c4ccccc4C)CC3)C2)n(C)n1 (configuration not stated),-3,-7,-1,9,1.5,1.3,10,-2
CCOc1ccc(C(=O)NCCCN2CCCC2=O)cc1,-18,4,0,18,1.1,1.2,-6,0
CCc1ccc(C(=O)C(C)OC(=O)CN2C(=O)NC3(CCCC3)C2=O)cc1 (configuration not stated),/,-2,-2,0,0.1,/,6,2
O=C(CSc1nnc(CNc2ccccc2)o1)N1CCCc2ccccc21,-7,-8,2,20,-1.0,1,8,-1
CCOC(=O)CN1C(=O)C(Sc2n[nH]c(-c3ccc(C)cc3)n2)CCc2ccccc21 (configuration not stated),-2,-7,-29,8,1.2,0.88,-5,2
Cn1nnnc1SCC(=O)NNC(=O)c1ccc(F)cc1,-6,1,0,16,0.7,0.88,0,1

Reprinted at random: two compounds from above
SMILES,SENP6 inh,ATG4B inh,GRIN3A LBD mod,SENP8 inh,MPTP block,hIAP act,PfG6PD inh,SENP1 FRET inh
CCOC(=O)CSC1=C(C#N)C(c2ccccc2Cl)C(C(=O)OC)C(=O)N1 (configuration not stated),3,-1,-2,11,0.2,1.1,12,0
CCOC(=O)CN1C(=O)C(Sc2n[nH]c(-c3ccc(C)cc3)n2)CCc2ccccc21 (configuration not stated),-2,-7,-29,8,1.2,0.88,-5,2

(more compounds)
SMILES,SENP6 inh,ATG4B inh,GRIN3A LBD mod,SENP8 inh,MPTP block,hIAP act,PfG6PD inh,SENP1 FRET inh
COc1ccc(-n2nc(C(=O)NCC(=O)NC(C)C)c3ccccc3c2=O)c(OC)c1,-2,0,-5,6,0.0,1,3,3
CC(C)(C)NC(=O)C(Cc1ccccc1)NS(=O)(=O)c1cccc2nsnc12 (configuration not stated),-5,1,1,18,-0.4,1.2,-4,1
O=C(c1ccc2ccccc2c1)N1CCN(Cc2ccccc2)CC1,-2,-7,-1,9,0.2,0.99,10,-1
CCC(C)(C(=O)NC1CCCCC1)N(Cc1ccco1)C(=O)CNC(=O)c1ccccc1 (configuration not stated),-17,-11,1,16,0.5,0.95,7,2
C#CCn1c(=NC(=O)c2ccccc2[N+](=O)[O-])sc2cc(S(C)(=O)=O)ccc21,-14,5,9,-28,-0.3,0.98,-10,-1
CN(Cc1ccccc1)CC(O)COc1ccc(CNCCOc2cccnc2)cc1 (configuration not stated),-1,-4,-1,10,1.2,0.85,-5,2
O=C(CSc1cnc2ccccc2n1)NC1CCCC1,-10,-5,-1,-4,-0.3,1.1,-18,1
Cc1nc2nc(SCC(=O)c3ccc([N+](=O)[O-])cc3)[nH]c2cc1Br,13,3,-1,13,6.9,0.89,-20,1
COc1ccc(N/C(=N/c2nc(C)cc(C)n2)NC(=O)Nc2ccc(Cl)c(Cl)c2)c(OC)c1,5,14,-1,13,0.9,1.2,-12,3
CCCn1c(C(CO)Nc2nc(C)cs2)nc2ccccc21 (configuration not stated),4,2,2,11,0.4,0.98,-17,-2
O=C(Nc1cccc(NC(=O)c2ccccc2[N+](=O)[O-])c1)c1ccccc1Cl,5,0,-4,6,-0.1,0.77,14,0
O=C(NC1CC1)c1cccc(S(=O)(=O)N2CCOCC2)c1,-3,5,-2,11,-0.8,1,-15,2
O=C(OCCN=C1NS(=O)(=O)c2ccccc21)C1CC(=O)N(c2ccc(Cl)cc2)C1 (configuration not stated),-1,-10,24*,13,-0.7,1.1,-3,2
Cc1cccc(N2CCN(C(=O)Cc3ccc(Br)cc3)CC2)c1C,-15,7,-3,12,1.4,1.1,-7,0
NC(=O)CC(NC(=O)c1ccccc1)c1ccc(N2CCc3ccccc3C2)c([N+](=O)[O-])c1 (configuration not stated),-8,-8,-16,4,0.9,0.83,28,1
O=C(COC(=O)c1nc(Cl)c(Cl)c(Cl)c1Cl)NCc1ccccc1,-12,-1,-2,-2,0.2,0.93,-10,2
CCc1[nH]c(C(=O)O)c(C)c1C(=O)OC,-2,-3,2,9,1.4,0.94,-16,0
CCN(CC)C1CCN(C(=O)c2cc(COc3cccc4cccnc34)on2)C1 (configuration not stated),-19,-3,2,-13,2.4,1,-9,0
O=C(CSc1ccc(F)cc1)NCC1(N2CCOCC2)CCCCC1,-20,-8,2,-1,-0.6,0.96,4,2
Cc1nnc(C)n1/N=C/c1ccccc1,-13,-7,0,2,-0.6,1.1,-11,2
C=CCc1cc(Cl)ccc1OCCOCCN(C)C,-9,2,3,7,7.4,1,2,-2
CCCOc1ccccc1OCC(=O)Nc1cccc(S(=O)(=O)NC2=NCCC2)c1,0,-3,0,0,-0.1,1.1,-6,0
CC(=O)NC(C)C(=O)OCC(=O)Nc1ccc(Br)cc1 (configuration not stated),-2,23,2,5,1.3,1.1,0,0
COC(=O)/C=C/C(=O)Nc1ccc(O)c(Cl)c1,-2,3,-6,19,-1.8,0.83,7,2
COc1cccc(NC(=O)CN(C)C(=O)CSc2nc(C)cc(C)n2)c1,1,2,-2,-2,0.2,1.1,-10,0
COc1ccc(OC)c(CN2CCC(CNC(=O)Nc3cccc(Cl)c3)CC2)c1,-14,-6,1,21,1.2,1.4,14,2
CC1CCN(c2oc(-c3cccc4ccccc34)nc2C#N)CC1,-4,2,1,-287,-0.3,1.1,-7,-36
O=C(C1=C[C@@H](c2ccc3c(c2)OCO3)C[C@@H](OCCCCO)O1)N1CCOCC1,-4,-3,0,-130,-1.0,1.1,5,0
COC(=O)c1ccc(-n2c(C)cc(C(=O)CSc3cccc[n+]3[O-])c2C)cc1,-23,-9,-2,9,0.5,1.1,11,-2

From PubChem BioAssay
